Screens deposited in PubChem BioAssay by several laboratories.
NS5 inhibitors – Dengue-2 NS5 methyltransferase inhibitors, primary screen, biochemical, confirmation dose response (AID 588689); Dengue-2 NS5 methyltransferase capping enzyme assay, biochemical; higher % means a stronger effect; one-dose inhibition, % at 25 µM; IC50 in µM for titrated hits; 0.3% of 340,000 active; in the data active = a potency from the dose series; inconclusive = inhibition above about 29% without an active follow-up result
SV40 large T antigen – SV40 large T antigen inhibitors, biochemical (AID 1903). SV40 large T antigen ATPase/helicase inhibition assay; higher % means a stronger effect. 0.39% of 310,000 active. inhibition, % at 20 µM; hits with a dose series show IC50 in µM; in the data active = a potency from the dose series; inconclusive = inhibition mostly from about 32% at the one dose, without a potency; inactive = the rest, 99 in 100 with inhibition below about 32%; note: strong numbers were not always called active
WT yeast gro inh – growth inhibition of WT strain, primary screen, mitochondrial fusion inhibitor project, WT and mutant strains, chemical genetic; mitochondrial fusion phenotypic screen; inhibition, % at 10 µM; 2.1% of 190,000 active; in the data active = inhibition above about 58%; tested in S. cerevisiae
XIAP displacement – XIAP antagonists, biochemical, IAP family, fluorescence polarization (AID 1018); XIAP BIR domain, fluorescence polarization peptide displacement; higher % means a stronger effect; 0.007% of 200,000 active; one-dose displacement, % at 20 µM; IC50 in µM for titrated hits; in the data active = displacement above about 50%; note: a part of the inactive calls stands beside numbers as strong as those of hits
RSV antiviral HEp-2 – RSV antiviral activity via CPE protection, HEp-2 cells, primary 10 µM value included (AID 2391); HEp-2 cells, RSV-induced CPE inhibition; higher % means a stronger effect; CPE inhibition, % at 10 µM; hits with a dose series show IC50 in µM; 0.13% of 310,000 active; in the data active = a potency from the dose series; inconclusive = CPE inhibition mostly from about 23% at the one dose, without a potency; inactive = the rest, 99 in 100 with CPE inhibition below about 21%; note: strong numbers were not always called active
ER stress rescue – rescue of cells from ER stress-induced death, primary screen, 384-well, CSM14.1, thapsigargin, ATP luminescence (AID 1222) | CSM14.1 thapsigargin-induced death rescue, ATP luminescence; higher % means a stronger effect | cellular ATP content (survival), % at 20 µM; hits with a dose series show EC50 in µM | 190,000 tested, under 10 active;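 active = EC50 below 50 µM in the dose-response confirmation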;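 note: death triggered by thapsigargin at about 15 µM added after 2 h compound pretreatment; cell ATP read after overnight thapsigargin exposure of roughly 18 to 22 hours; normalized against plate controls of thapsigargin alone and 5% DMSO vehicle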
Yfh1-off respiration – enhancers of respiration in Yfh1-depleted yeast, dose response, Friedreich's ataxia, plus single-dose screen (AID 1465); S. cerevisiae Yfh1-off respiration, WST-1 reduction, 72 h; higher fold induction means a stronger effect; fold induction at 50 µM; hits with a dose series show EC50 in µM; 0.074% of 220,000 active;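 active = fold induction of absorbance versus untreated yeast above a set limit, then at least 30% activation at any dose in follow-up; inconclusive = repeats straddling the limit, or above it without dose testing; inactive = fold induction below the set limit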;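 note: activators that raise dye reduction in frataxin-depleted yeast; strong numbers were not always called active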
West Nile virus CPE – West Nile virus antiviral activity, cell-based, CPE readout (AID 1621); 0.02% of 290,000 active; West Nile virus-infected cells, CPE inhibition; higher % means a stronger effect; CPE inhibition, % at 10 µM; hits with a dose series show IC50 in µM; in the data active = a potency from the dose series; inconclusive = CPE inhibition mostly from about 3.7% at the one dose, without a potency; inactive = the rest, 99 in 100 with CPE inhibition below about 2.2%; note: strong numbers were not always called active
UTI89 phage lysis – inhibition of K1F phage lysis, E. coli UTI89, bacterial capsule biogenesis inhibitors, alamar blue (AID 488966); E. coli UTI89 K1F phage lysis, alamar blue, 2 h; higher % means a stronger effect; one-dose inhibition, % at 100 µM; IC50 in µM for titrated hits; 0.02% of 340,000 active;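 active = phage lysis inhibition, versus mean bacterial control, above a set limit; inconclusive = no clear call, values can overlap the other calls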;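 note: capsule biogenesis inhibitors block K1F phage lysis so surviving cells raise fluorescence; higher fluorescence means more inhibition of phage lysis; actives were called in the ten point dose series up to 300 µM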
WT yeast gro inh mutant strain – recorded beside WT yeast gro inh, whose call it bears; inhibition, %; mitochondrial fusion phenotypic screen, mutant strain inhibition
NS5 inhibitors pilot replicate – recorded beside NS5 inhibitors, whose call it bears; inhibition, %; measured here: pilot screen replicate inhibition
* marks the source's active call; other numbers are inactive results; i = inactive; ? = inconclusive; . = not tested or not shown; [ ] = remark or other dose. Random draw from the library; about 2.2% have a hit in one of these screens.

SMILES	NS5 inhibitors	SV40 large T antigen	WT yeast gro inh	WT yeast gro inh mutant strain	XIAP displacement	RSV antiviral HEp-2	ER stress rescue	Yfh1-off respiration	West Nile virus CPE	UTI89 phage lysis	others
COc1ccccc1NS(=O)(=O)c1cc(NC(=S)NCCN2CCOCC2)ccc1N1CCOCC1	-9%	2%	4	-4	-2.4%	1.0%	-9.0%	i	-0.7%	-1.8%
Oc1ccc(Cl)cc1-c1cc(C(F)(F)C(F)F)nc(-c2ccccc2)n1	-5%	-13%	8	-11	-5.8%	1.6%	-3.9%	i	-0.3%	0.0%
Cc1ccccc1CN(C)C(=O)c1ccc2ccccc2n1	-4%	6%	.	.	.	5.8%	.	.	-0.5%	-0.1%
COc1ccc(S(=O)(=O)N(CC(=O)Nc2cc(C)on2)Cc2ccccc2)cc1	-5%	9%	6	13	-3.5%	0.2%	-1.0%	i	-1.3%	-0.1%
CC1CCN(c2nc(-c3ccco3)c3c(c2C#N)CC(C)(C)OC3)CC1	7%	12%	2	-5	-5.6%	1.8%	.	i	-0.2%	-0.1%
Cc1nn(-c2ccccc2Cl)c2sc(C(=O)Nc3nnc(C4CC4)s3)cc12	0%	25%	-18	-10	-58%	0.8%	0.1%	i	0.7%	0.4%
COc1ccccc1NC(=O)CN1CCOCC1	5%	7%	.	.	.	1.5%	.	.	0.0%	0.1%
O=C(C1CCCN(S(=O)(=O)c2cccnc2)C1)N1CCN(c2ccccn2)CC1 (stereo not drawn)	1%	7%	-2	-24	-13%	0.4%	.	i	0.2%	10%
CCc1nonc1NC(=O)COc1ccc(Cl)c(C)c1	-4%	15%	.	.	.	1.3%	.	.	0.6%	-0.5%
Cc1cccnc1Nc1nc(-c2ccc(F)cc2)cs1	.	7%	.	.	.	15%	.	.	1.3%	0.9%
Cn1c(=O)c2c(nc(CN3CCN(C(=O)c4ccco4)CC3)n2Cc2ccccc2)n(C)c1=O	-5%	15%	14	-6	-5.8%	2.1%	2.0%	i	-0.4%	3.1%[50 µM]
Brc1ccc(C2CC(c3ccccc3)=Nc3ccccc3N2)cc1 (stereo not drawn)	-4%	6%	53	33	7.1%	6.5%	-1.2%	i	-0.1%	1.0%[50 µM]
CSc1cccc(CN(C)C(=O)C2CCC(=O)N(CCCN3CCCC3=O)C2)c1 (stereo not drawn)	-6%	6%	.	.	.	1.5%	.	.	0.2%	0.0%
COc1cc2c(cc1NC(=O)CCCN1C(=O)CCC1=O)oc1ccccc12	-5%	4%	11	8	-17%	8.2%	.	i	-0.1%	0.8%
COc1ccc(OC)c(S(=O)(=O)N2CCC3(CC2)OCCN3S(=O)(=O)c2cccs2)c1	-1%	6%	.	.	.	1.8%	.	.	.	0.5%[50 µM]
COc1ccc(CN2CCNC(=O)C2CC(=O)O)c(OC)c1 (stereo not drawn)	-1%	2%	1	3	-3.7%	-0.8%	-3.4%	i	-0.1%	0.6%
O=C(c1cc([N+](=O)[O-])ccc1N1CCOCC1)N1CCN(S(=O)(=O)c2cc(Cl)ccc2Cl)CC1	-7%	26%	.	.	.	-0.6%	.	.	.	0.5%[50 µM]
O=c1/c(=C\c2ccc(O)cc2)sc2nc(-c3ccccc3)c(-c3ccccc3)n12	?	15%	.	.	.	0.5%	.	i	0.3%	0.2%
CCOC(=O)c1sc(=S)n(-c2cc(F)ccc2F)c1N	-3%	-2%	12	-12	-4.4%	-0.2%	-0.1%	i	-1.1%	-0.6%
CCOC(=O)c1cc(-c2ccc(F)cc2)n(CCC(=O)NC2CCN(Cc3ccccc3)CC2)c1C	-4%	21%	32	38	-4.3%	-1.2%	-0.5%	i	-0.4%	-0.1%
COc1ccc(CCNC(=O)C(Sc2ccccn2)c2ccccc2)cc1OC (stereo not drawn)	-2%	-27%	.	.	.	4.8%	.	i	-1.7%	0.3%
Cc1cccc(NC(=O)CSc2cccc3cccnc23)c1C	-3%	7%	.	.	.	1.9%	.	.	-1.0%	2.2%
CCc1ccc(/C=C2/C(=O)N(CC)C(=S)N2C)s1	-10%	22%	26	13	-7.0%	9.8%	0.0%	i	-0.9%	0.2%
CCOC(=O)c1c(C)nc2sc(C(=O)Nc3ccc(OC)cc3)c(N)c2c1-c1ccc(OC)cc1	-2%	23%	21	32	-0.7%	1.2%	3.4%	i	0.9%	0.7%
CC(=O)C(C(C)=O)C(NC(=O)c1cccnc1)(C(F)(F)F)C(F)(F)F	-6%	5%	-1	-1	-5.0%	1.6%	-1.0%	i	0.6%	0.2%[50 µM]
CCC(=O)OC1CC(C)N(C(=O)c2ccccc2)c2ccc(C)cc21 (stereo not drawn)	6%	3%	12	8	1.9%	4.1%	-0.5%	i	-0.2%	-1.1%
COc1cccc(C2CC(c3cccs3)=NN2C(=O)CSc2nc3ccccc3s2)c1OC (stereo not drawn)	-4%	18%	12	-3	-7.5%	8.9%	0.9%	i	-1.1%	3.0%
COc1ccc2c(c1)cc1c(=O)n(CC(=O)NC(C)CCc3ccccc3)nc(C)n12 (stereo not drawn)	7%	9%	.	.	.	0.9%	.	.	-0.9%	0.2%
O=C(Nc1nc2ccc(F)cc2s1)C1CCCO1 (stereo not drawn)	-2%	11%	-17	14	-5.1%	0.7%	-0.7%	i	0.3%	2.0%
CN(C)S(=O)(=O)c1cc(NC(=O)COC(=O)C2CSC3(C)CCC(=O)N23)ccc1Cl (stereo not drawn)	2%	22%	2	7	-2.3%	0.5%	-2.1%	i	0.1%	3.9%
COc1ccc(OC)c(N=Cc2c(O)[nH]c3ccccc23)c1	-10%	22%	40	38	-3.3%	3.0%	2.7%	i	0.2%	0.6%
Cc1cc(NC(=O)NCc2ccccc2)c(=O)n(Cc2ccc(F)cc2)c1	-1%	11%	.	.	.	0.3%	.	.	-1.1%	0.2%	NS5 inhibitors pilot replicate=-4.3
COc1cccc(C(=O)NCCS(=O)(=O)N2CCc3ccccc3C2)c1	1%	11%	.	.	.	1.4%	.	.	.	1.2%[50 µM]
Cc1ccc(-c2nc3ccccc3c(=O)n2CCN2CCOCC2)cc1	-1%	27%	3	13	.	0.8%	-1.1%	i	-0.6%	-0.3%
CCc1nc(SCC(=O)N2CCCC2)c2ccccc2n1	-3%	18%	-26	-8	2.9%	-0.3%	-3.1%	i	0.5%	2.1%
O=c1[nH]c(C(Cl)(Cl)Cl)nc2ccc3ccccc3c12	1%	5%	.	.	.	3.8%	.	.	0.0%	-1.0%
Cc1ccoc1C(=O)N1CCCC(CCC(=O)N2CCN(c3ccccn3)CC2)C1 (stereo not drawn)	5%	9%	-4	-3	-2.1%	-0.4%	1.6%	i	-0.9%	0.3%
CC(C)[C@@H](NC(=O)C1CCC(CNC(=O)[C@H](Cc2ccccc2)NC(=O)OC(C)(C)C)CC1)C(=O)O (stereo partly drawn)	1%	4%	.	.	.	1.3%	.	.	0.8%	1.5%[50 µM]
COc1ccccc1CCNC(=O)c1ccoc1C	-10%	3%	-3	12	-6.6%	0.1%	.	i	0.2%	-4.0%
O=C(OCc1cccc([N+](=O)[O-])c1)c1cccnc1Cl	4%	6%	.	.	.	-0.2%	.	.	-0.1%	-1.4%
O=c1cc(-c2ccc(O)c(O)c2)oc2cc(O)c(C3OC(CO)C(O)C(O)C3O)c(O)c12 (stereo not drawn)	1%	5.2µM*	-6	6	-4.4%	0.5%	-2.8%	i	-0.3%	1.4%
COc1ccc(-c2nnc(-c3ccc(F)cc3)o2)cc1	-1%	3%	.	.	.	1.4%	.	.	-0.5%	0.0%
Cc1ccc(-c2nnc(C)c(N3CCCC3)n2)cc1	-3%	9%	-13	1	-4.2%	5.2%	-1.4%	i	-0.7%	-0.4%
CCOC(=O)c1c(NC(=O)c2cc(-c3ccc(O)cc3)on2)sc(C(C)=O)c1C	2%	-2%	-7	-10	-12%	8.2%	-3.3%	.	.	2.4%
Cc1cc(C)n(C(=O)CNC(=O)C2COc3ccccc3O2)n1 (stereo not drawn)	-7%	11%	22	-2	-2.8%	-0.3%	0.3%	i	0.1%	0.6%
COc1ccc(/C=N/Nc2nnc(Cc3ccccc3)c(=O)[nH]2)cc1	1%	12%	.	.	.	1.6%	.	i	-0.1%	0.3%
COC(C/C=C\[C@H](O)[C@@H](C)OCc1ccccc1)OC	-2%	3%	.	.	.	1.9%	.	i	0.2%	0.5%
CCOC(=O)C1Nc2c(F)cc(C)cc2C2c3ccccc3CC12 (stereo not drawn)	4%	9%	.	.	.	39%	.	i	?	-0.9%
COc1ccccc1NC(=O)NCCN1CCN(c2cccc(Cl)c2)CC1	-6%	14%	.	.	.	-0.6%	.	.	-0.6%	-1.3%[50 µM]
Cn1ncc2c(O/N=C(\N)c3ccc(C(C)(C)C)cc3)ncnc21	-9%	-4%	.	.	.	-2.2%	.	i	-0.9%	-1.4%
C1=CC2=NC34CCCCC3CC3=C(CCCC3)N4C2=CC1=NC1CCCCC1 (stereo not drawn)	8%	15%	.	.	.	2.6%	.	.	.	0.1%
Cn1c(=O)[nH]c(=O)c2c1nc(N(CCO)Cc1ccccc1)n2Cc1ccccc1Cl	?	1%	0	-17	-6.2%	0.2%	-1.2%	i	-0.8%	-4.1%
COc1ccc(NC(=O)CCSc2cc(C)c3ccccc3n2)cc1	4%	1%	2	-11	-0.9%	7.8%	-1.3%	i	-0.3%	-0.2%
CCOc1ccc(N/C(N)=N/c2nc(C)c(C)c(=O)[nH]2)cc1	-8%	5%	.	.	.	1.0%	.	.	-0.4%	0.3%
CN(c1cccc(NC(=O)c2ccc(Cl)c(S(=O)(=O)Nc3ccccc3)c2)c1)S(C)(=O)=O	-6%	4%	-3	5	-19%	.	-3.2%	i	0.3%	6.0%
Cc1ccc(N2C(=O)N(CC(=O)Nc3cccc(Cl)c3)C(=O)C2C)cc1 (stereo not drawn)	-10%	17%	.	.	.	0.8%	.	.	.	0.0%[50 µM]
Cc1cc(C)nc(Nc2n[nH]c(C)n2)n1	-8%	-3%	0	-9	-3.8%	2.9%	2.0%	i	-0.1%	-0.7%
COC(=O)[C@]1(C)N[C@H](c2ccc(-c3ccccc3)cc2)[C@@H]2C(=O)N(C)C(=O)[C@@H]21	-9%	3%	.	.	.	1.3%	.	.	.	0.8%

Quoted from the listing for reference:
SMILES	NS5 inhibitors	SV40 large T antigen	WT yeast gro inh	WT yeast gro inh mutant strain	XIAP displacement	RSV antiviral HEp-2	ER stress rescue	Yfh1-off respiration	West Nile virus CPE	UTI89 phage lysis	others
Cc1cc(C)nc(Nc2n[nH]c(C)n2)n1	-8%	-3%	0	-9	-3.8%	2.9%	2.0%	i	-0.1%	-0.7%
COC(=O)[C@]1(C)N[C@H](c2ccc(-c3ccccc3)cc2)[C@@H]2C(=O)N(C)C(=O)[C@@H]21	-9%	3%	.	.	.	1.3%	.	.	.	0.8%
